From PubChem BioAssay
TDP1 cell noCPT: qHTS for Inhibitors of human tyrosyl-DNA phosphodiesterase 1 (TDP1): qHTS in cells in absence of CPT; DT40 Tdp1-/- hTDP1 cells, no CPT, ATP luminescence, 48 h; Potency, µM (highest dose often 46.2 µM), without a hit: at the top dose activity change, negative = growth inhibition, hits mostly inhibitors; actives 15% (n = 420,000); further: nearly all actives have a fitted effect of over 55% in size
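DT40 Tdp1-/-;hTDP1 cells, no CPT (DMSO vehicle only), 400 cells/well; compounds pin-transferred; ≥48 hr, 37 °C; CellTiter-Glo 30 min RT dark, luminescence read.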
TDP1 cell CPT: DT40-hTDP1 cell growth loss with CPT; chicken DT40 Tdp1-/-;hTDP1 cells + 20 nM CPT, ATP luminescence, 48 h; Potency, µM (top dose mostly 46.2 µM), for inactives: at the top dose activity change, negative = growth inhibition, actives largely listed as inhibitors; actives 12% (n = 420,000); AID 686979; further: nearly all actives have a fitted effect of over 55% in size
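Chicken DT40 Tdp1-/- cells stably complemented with human TDP1 were seeded at 400 cells/well in medium containing 20 nM camptothecin, exposed to pin-transferred compounds, and grown at 37 °C for at least 48 hr. Viability was read as ATP luminescence.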
TDP1 block: inhibitors of human tyrosyl-DNA phosphodiesterase TDP1 | Q9NUW8 | recombinant TDP1, AlphaScreen DNA substrate cleavage | Potency, µM (titrated, usually from 130 µM), inactives show at the highest dose activity change, negative = inhibition, actives largely listed as inhibitors | actives 0.28% (n = 350,000) | AID 485290; further: nearly all actives have a fitted effect of over 40% in size
Target sequence (Q9NUW8 whole entry, looked up): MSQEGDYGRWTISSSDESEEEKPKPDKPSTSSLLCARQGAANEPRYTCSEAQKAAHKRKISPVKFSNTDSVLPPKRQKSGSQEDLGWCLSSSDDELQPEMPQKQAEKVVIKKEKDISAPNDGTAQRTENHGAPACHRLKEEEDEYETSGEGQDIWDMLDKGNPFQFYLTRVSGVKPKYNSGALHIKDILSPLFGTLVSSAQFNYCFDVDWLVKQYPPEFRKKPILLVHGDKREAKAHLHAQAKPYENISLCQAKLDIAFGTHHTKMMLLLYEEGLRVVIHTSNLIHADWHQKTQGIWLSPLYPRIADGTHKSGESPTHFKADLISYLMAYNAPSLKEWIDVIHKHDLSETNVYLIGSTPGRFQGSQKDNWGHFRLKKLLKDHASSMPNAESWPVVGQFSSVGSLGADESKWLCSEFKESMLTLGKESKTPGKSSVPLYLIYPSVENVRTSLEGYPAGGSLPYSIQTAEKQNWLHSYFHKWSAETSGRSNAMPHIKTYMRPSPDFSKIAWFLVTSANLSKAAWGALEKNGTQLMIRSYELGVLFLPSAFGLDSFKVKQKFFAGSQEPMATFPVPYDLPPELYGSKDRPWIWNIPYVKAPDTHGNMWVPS
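Steps: enzyme plus compound, 15 min RT; add biotin/phosphotyrosine-FITC oligonucleotide (15 nM final), react 5 min; add donor/acceptor beads (10 ug/ml final), 10 min; read AlphaScreen. Tdp1 at 1 nM final.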
* marks the source's active call; other numbers are inactive results; ? = inconclusive; . = not tested or not shown; & = joins results of further samples; [ ] = another dose, or the depositor's remark. The call rests on the fitted dose curve; in most records, active means well fitted curve in the direction sought with a large enough effect; inconclusive means small, poorly fitted or top-dose-only effect, or another doubt; inactive means no such curve, though single readings can be large; an effect the other way counts as inactive or inconclusive. On the % scale 0 is the no-effect control and ±100 the full control effect; potency means the concentration at half of the fitted maximal effect.

Second line of a record – TDP1 cell noCPT | TDP1 cell CPT | TDP1 block
1. Cn1cccc1C(=O)NNC(=O)c1ccccc1Br
    -0.3% | -6.9% | -12.8%
2. O=C(Nc1ccc(Br)cc1)N1CCCC(O)C1 (configuration not stated)
    1.6% | 1.7% | 3.5%
3. CN(C(=O)CSc1ncn[nH]1)C1(C#N)CCCCC1
    14.7% | -7.9% | 0.0%
4. CCCOC(=O)c1cccc(NC(=O)CSc2nnc3cc(C)c4ccccc4n23)c1
    -3.8% | -20.5% | 1.6%
5. CCCNC(=O)C1(C)CCCN(Cc2cccc3ccccc23)C1 (configuration not stated)
    ? | ? | .
6. CCCC(C(=O)NC(C)(C)C)N(Cc1ccccc1)C(=O)c1snc(C(N)=O)c1N (configuration not stated)
    ? | -29.3% | .
7. COc1ccccc1NC(=O)/C(=C/c1ccncc1)NC(=O)c1ccccc1
    -16.4% | -16.0% | 6.8%
8. Cc1ccc(NC(=O)COC(=O)c2ccc3c(c2)OCO3)cc1S(=O)(=O)N1CCCCC1
    ? | -29.2% | 3.0%
9. COc1ccc(C(O)c2nc(-c3ccc(OC)c(OC)c3)cs2)cc1 (configuration not stated)
    18.4µM* | 13µM* | .
10. CCOC(=O)c1ccc(NCCOC)c([N+](=O)[O-])c1
    -4.8% | -8.3% | 3.7%
11. CC(C)(C)C(=O)c1c(N)[nH]c(C(=O)c2ccccc2)c1-c1ccc(Cl)cc1Cl
    ? | ? | .
12. CNc1cnc(-c2ccccc2OC)cn1
    7.3% | -5.0% | .
13. O=c1c2[nH]c3ccccc3c2ncn1CCN1CCNCC1
    -26.5% | 7.2% | 0.0%
14. COc1ccc(OC)c(S(=O)(=O)NCc2cn3cccc(C)c3n2)c1
    -16.8% | 2.1% | 6.7%
15. CC(C)CNC(=O)C1CCN(c2ccc(S(=O)(=O)N3CCOCC3)cc2)CC1
    ? | -9.6% | 4.0%
16. Cc1nn(C)cc1S(=O)(=O)NC1CCCC1
    -2.6% | 10.2% | -5.1%
17. COc1ccc(NC(=O)COC(=O)c2cccn2C)cc1S(=O)(=O)N1CCCCC1
    ? | 0.2% | 2.8%
18. O=C(Nc1ccc2c(c1)OCO2)c1c(F)cccc1F
    -1.5% | -2.1% | 4.3%
19. CSc1nnc(-c2ccc(F)cc2)o1
    -8.1% | 2.3% | 1.0%
20. CC1Cc2ccccc2N1C(=O)COC(=O)CSc1ccc(F)cc1 (configuration not stated)
    -20.6% | -3.6% | .
21. O=C(Cn1cnnn1)NCc1ccccc1
    -9.7% | 12.5% | 1.7%
22. COc1ccc(NC(=O)c2cc([N+](=O)[O-])ccc2N2CCN(C)CC2)cc1
    ? | -20.5% | 1.2%
23. O=C(CCc1nnc(CCCc2ccccc2)o1)NCC(F)(F)F
    -13.4% | -7.1% | 0.0%
24. COc1ccccc1/C=N/n1nnnc1N
    -14.1% | -7.5% | .
25. CC(C)c1cc(C(=O)N2CCCC(Nc3ccc(F)c(F)c3)C2)nc(N)n1 (configuration not stated)
    4.6% | 11.8% | 1.4%
26. N#C/C(=N\Nc1ccc(Cl)cc1)C(=N)N1CCCCCC1
    -2.9% | -0.3% | -12.5%
27. Cc1cc(NC(=O)c2cnc3c(-c4ccccc4)c(C)nn3c2C)ccc1Br
    ? | ? | 4.5%
28. CCOC(=O)NC(=O)/C(C#N)=C/c1ccc(N(C)C)cc1
    -14.4% | -1.8% | 6.3%
29. CCn1c(COc2ccc(C)cc2)nnc1SCC(=O)Nc1ccc(S(N)(=O)=O)cc1
    ? | ? | 0.0%
30. COC(=O)C1CCN(C(=O)COC(=O)c2ccc3[nH]c4c(c3c2)CCCC4)CC1
    10.3µM* | 13µM* | 6.8%
31. COc1ccc(C(O)c2ncc(-c3ccccc3)[nH]2)c(OC)c1 (configuration not stated)
    -16.6% | -22.3% | .
32. Nc1ccc(CN2CCOCC2)cc1
    2.4% | 0.9% | -1.2%
33. O=C(CN1C(=O)c2ccccc2S1(=O)=O)NC1CC2CCC1C2 (configuration not stated)
    -4.7% | -7.3% | 4.9%
34. COc1cc(/C=C/C(=O)OCC(=O)NC(=O)NCc2ccco2)ccc1OC(F)F
    -26.4% | ? | 4.3%
35. Cc1ccc(S(=O)(=O)C(CCC(=O)c2ccc(Cl)cc2)C(N)=O)cc1 (configuration not stated)
    3.1% | 1.2% | 5.9%
36. COc1ccc(CNC(=O)C2CCN(S(=O)(=O)c3cccc(C(F)(F)F)c3)CC2)cc1
    -6.8% | -24.3% | -4.6%
37. O=S(=O)(Nc1ncn[nH]1)c1ccc(Cl)cc1
    -0.8% | 3.1% | 1.1%
38. Cc1cccc(NC(=O)CNC(=O)N2CC(=O)Nc3ccccc32)c1C
    -1.4% | 21.2% | -0.4%
39. Cc1ccc(OCC(=O)N(Cc2ccco2)c2ccccn2)cc1
    -5.4% | ? | -4.7%
40. CCOc1ccc(-c2cc3c(=O)n(Cc4nc(-c5ccc(OC(C)C)cc5)oc4C)ccn3n2)cc1Cl
    0.6% | -7.7% | 0.0%
41. CC(NC(=O)c1ccc(-c2cc(C(F)(F)F)ccc2Cl)o1)c1ccccc1 (configuration not stated)
    -15.1% | -0.2% | 3.6%
42. Cc1cc(C)cc(S(=O)(=O)N2CCN(c3nc(-c4cccs4)nc4ccccc34)CC2)c1
    ? | ? | -1.7%
43. COc1ccc(CCNC(=O)COc2ccc(S(=O)(=O)NCC(C)C)cc2Cl)cc1OC
    ? | ? | -2.7%
44. CCC1Sc2ccc(S(=O)(=O)CCC(=O)N3CCc4ccccc43)cc2NC1=O (configuration not stated)
    ? | -22.8% | .
45. CCCCCCCOc1ccc(OC(=O)c2ccncc2)cc1
    10.3µM* | 9.2µM* | 0.0%
46. COc1cccc(CNC(=O)CN2C(=O)COc3ccc(S(=O)(=O)Nc4ccccc4)cc32)c1
    -28.8% | ? | 0.0%
47. Nc1ncc(S(=O)(=O)NCc2ccc(Cl)cc2)cn1
    -23.7% | -12.8% | 2.2%
48. CCOC(=O)CCn1nc(-c2ccc(C)cc2)c2ccccc2c1=O
    ? | 0.8%&-28.6% | -2.5%&1.1%
49. COc1cc(C(=O)NC(C)Cc2cccs2)cc(OC)c1OC (configuration not stated)
    -2.4% | 32.6%[activator] | -1.2%
50. Cc1occc1C(=O)N/N=C/c1c(O)ccc2ccccc12
    1.03µM* | 0.651µM* | .
51. NS(=O)(=O)c1ccc(NC(=O)c2cc(=O)c3ccccc3o2)cc1
    -13.6% | -20.4% | 0.3%
52. CCC(CC)C(=O)Oc1c(C(=O)N(C)C)cccc1-c1ccccc1
    -11.1% | -0.4% | .
53. C=CCNC(=S)NNC(=O)CCC(O)COCCC(C)C (configuration not stated)
    -13.7% | 1.1% | 6.9%
54. CC(C)c1ccc(CC(=O)N2CCC2(C)C(=O)NCC(C)(C)C)cc1 (configuration not stated)
    23.1µM* | ? | .
55. COc1ccc(CCNC(=O)c2ccc(Cn3c(=O)c4ccccc4n(Cc4cccc(C)c4)c3=O)cc2)cc1OC
    ? | ? | 4.5%
56. COc1ccccc1NS(=O)(=O)c1cc(C(=O)NCC(c2cccs2)N2CCOCC2)ccc1C (configuration not stated)
    ? | ? | .
57. COc1cccc2c1OCC([C@@H]1C[C@H]3CN(Cc4cccc(Cl)c4)C(=O)[C@]34CCCN14)=C2
    ? | 16.4µM* | 0.0%
58. COc1ccc(NC(=O)C2CCN(S(=O)(=O)c3cccc4nonc34)CC2)cc1
    -17.4% | 0.5% | -0.5%
59. Cc1c(NC(=O)c2ccc(S(=O)(=O)N3CCOCC3)cc2)cccc1[N+](=O)[O-]
    -28.1% | -28.7% | -3.1%
60. Cc1cc(=O)oc(C)c1C(=O)Nc1ccc(F)cc1
    -7.0% | -2.3% | 2.7%

An excerpt of these results, in transposed form:
41	CC(NC(=O)c1ccc(-c2cc(C(F)(F)F)ccc2Cl)o1)c1ccccc1 (configuration not stated)
42	Cc1cc(C)cc(S(=O)(=O)N2CCN(c3nc(-c4cccs4)nc4ccccc34)CC2)c1
43	COc1ccc(CCNC(=O)COc2ccc(S(=O)(=O)NCC(C)C)cc2Cl)cc1OC
44	CCC1Sc2ccc(S(=O)(=O)CCC(=O)N3CCc4ccccc43)cc2NC1=O (configuration not stated)
45	CCCCCCCOc1ccc(OC(=O)c2ccncc2)cc1
46	COc1cccc(CNC(=O)CN2C(=O)COc3ccc(S(=O)(=O)Nc4ccccc4)cc32)c1
47	Nc1ncc(S(=O)(=O)NCc2ccc(Cl)cc2)cn1
48	CCOC(=O)CCn1nc(-c2ccc(C)cc2)c2ccccc2c1=O
49	COc1cc(C(=O)NC(C)Cc2cccs2)cc(OC)c1OC (configuration not stated)
50	Cc1occc1C(=O)N/N=C/c1c(O)ccc2ccccc12
Screen / compound no. | 41 | 42 | 43 | 44 | 45 | 46 | 47 | 48 | 49 | 50
TDP1 cell noCPT | -15.1% | ? | ? | ? | 10.3µM* | -28.8% | -23.7% | ? | -2.4% | 1.03µM*
TDP1 cell CPT | -0.2% | ? | ? | -22.8% | 9.2µM* | ? | -12.8% | 0.8%&-28.6% | 32.6%[activator] | 0.651µM*
TDP1 block | 3.6% | -1.7% | -2.7% | . | 0.0% | 0.0% | 2.2% | -2.5%&1.1% | -1.2% | .

51	NS(=O)(=O)c1ccc(NC(=O)c2cc(=O)c3ccccc3o2)cc1
52	CCC(CC)C(=O)Oc1c(C(=O)N(C)C)cccc1-c1ccccc1
53	C=CCNC(=S)NNC(=O)CCC(O)COCCC(C)C (configuration not stated)
54	CC(C)c1ccc(CC(=O)N2CCC2(C)C(=O)NCC(C)(C)C)cc1 (configuration not stated)
55	COc1ccc(CCNC(=O)c2ccc(Cn3c(=O)c4ccccc4n(Cc4cccc(C)c4)c3=O)cc2)cc1OC
56	COc1ccccc1NS(=O)(=O)c1cc(C(=O)NCC(c2cccs2)N2CCOCC2)ccc1C (configuration not stated)
57	COc1cccc2c1OCC([C@@H]1C[C@H]3CN(Cc4cccc(Cl)c4)C(=O)[C@]34CCCN14)=C2
58	COc1ccc(NC(=O)C2CCN(S(=O)(=O)c3cccc4nonc34)CC2)cc1
59	Cc1c(NC(=O)c2ccc(S(=O)(=O)N3CCOCC3)cc2)cccc1[N+](=O)[O-]
60	Cc1cc(=O)oc(C)c1C(=O)Nc1ccc(F)cc1
Screen / compound no. | 51 | 52 | 53 | 54 | 55 | 56 | 57 | 58 | 59 | 60
TDP1 cell noCPT | -13.6% | -11.1% | -13.7% | 23.1µM* | ? | ? | ? | -17.4% | -28.1% | -7.0%
TDP1 cell CPT | -20.4% | -0.4% | 1.1% | ? | ? | ? | 16.4µM* | 0.5% | -28.7% | -2.3%
TDP1 block | 0.3% | . | 6.9% | . | 4.5% | . | 0.0% | -0.5% | -3.1% | 2.7%

(list continues)
Second line of a record – TDP1 cell noCPT | TDP1 cell CPT | TDP1 block
61. COc1ccc2c(c1)OC(O)(C(F)F)CC2=O (configuration not stated)
    -1.3% | -15.8% | 0.0%
62. Cc1ccc(Nc2nc(C)cs2)cc1
    ? | ? | -7.2%
63. COc1cccc(CNC(=O)C(=O)NCCC2CCCCN2S(=O)(=O)c2cccs2)c1 (configuration not stated)
    ? | ? | .
64. COc1ccc(NC(=O)C(=O)NCCN2CCN(C(=O)C(c3ccccc3)c3ccccc3)CC2)cc1
    ? | ? | 7.9%
65. O=C(Cc1ccccc1)N/N=C/c1ccc(OCC(=O)Nc2ccccc2)cc1
    -13.0% | 3.5% | .
66. O=[N+]([O-])c1cc(C(F)(F)F)cc([N+](=O)[O-])c1N1CCCNCC1
    ? | -6.2% | -1.2%
67. COc1ccc(NC(=O)C2CCCN(S(=O)(=O)c3cccc4cccnc34)C2)cc1 (configuration not stated)
    -42.5% | ? | 1.3%
68. COc1ccccc1N1CCN(c2ccc(-c3nc(-c4ccccc4)no3)cc2[N+](=O)[O-])CC1
    9.2µM* | 11.6µM* | 5.7%
69. COc1cccc(C(=O)O/N=C(\N)c2ccncc2)c1OC
    ? | ? | 1.1%
70. O=C(NCc1ccc2c(c1)OCO2)C(C(=O)c1ccccc1)n1cc(Cl)ccc1=O (configuration not stated)
    -27.4% | 10.3% | -2.6%
71. NC(=O)C1CCN(C(=O)c2ccccc2CCc2ccccc2)CC1
    -5.7% | 13.6% | .
72. O=C(c1ccc([N+](=O)[O-])cc1)N1CCC(n2nnc3cc(F)ccc32)CC1
    -11.5% | -11.8% | 2.8%
73. COc1ccc(Br)cc1C(=O)Nc1ccc(C(=O)O)cc1
    -15.9% | 2.6% | -12.1%
74. CCN1C(=O)CSC1=NC12CC3CC(CC(C3)C1)C2
    ? | ? | 5.9%
75. Cc1cccc(Cn2c(C)nc3ccc([N+](=O)[O-])cc3c2=O)c1
    ? | -17.5% | 4.8%
76. Cc1ccc(S(=O)(=O)N2CCOCC2)cc1C(=O)NCC1CCCO1 (configuration not stated)
    -10.8% | -3.2% | -1.5%
